# From PubChem BioAssay
# PfG6PD inh: PfG6PD (Plasmodium falciparum) enzyme inhibition; PfGluPho enzyme, NADPH resazurin-diaphorase fluorescence; inhibition, % at 20 µM; actives 0.78% (n = 350,000); AID 504690;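 active = inhibition reaching at least a set limit at 20 µM in the primary screen, cut at about 59% in these data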;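 note: 0% = DMSO wells with substrate and 100% = DMSO wells lacking glucose-6-phosphate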
# GRIN3A LBD mod: modulators (binders) of human NR3A ligand-binding domain; NR3A LBD differential scanning fluorimetry, Tm shift; 0% = protein alone, 100% = glycine-bound protein; Tm shift relative to glycine control, % at 25 µM; actives 2.5% (n = 340,000);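 active = melting temperature shift of at least 10% of the positive control shift, at one fixed dose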
# HKDC1 inhibitor: HKDC1 (human) hexokinase inhibition | Q2TB90 | AID 493160 | recombinant HKDC1, G6PDH/diaphorase resazurin coupled fluorescence | actives 0.16% (n = 340,000) | inhibition, % at 20 µM;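 active = inhibition above about 35% when tested at 20 µM, limit read from the data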;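 note: plate controls were DMSO wells with enzyme for no effect and DMSO wells lacking enzyme for full effect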
#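 Test system: Recombinant HKDC1 (HK5) hexokinase enzyme, produced in-house | Input: HKDC1 at 5 µg/mL | Buffer or medium: Tris pH 8.0 buffer with MgCl2, Tween-20, BSA, BME | Schedule: 90 min reaction incubation at room temperature, dark | Technique: Resazurin-to-resorufin fluorescence via G6PDH and diaphorase coupling, 525/613 nm | Controls: DMSO wells with and without enzyme mix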
# SENP6 block: blocks the human protease SENP6. inhibition, % at 10 µM. AID 2599. Q9GZR1. Recombinant SENP6 catalytic domain, aminoluciferin luminescence. actives 1.8% (n = 330,000);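 active = inhibition above about 50% at the single tested dose, limit read from the data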;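 note: plate controls were DMSO wells with enzyme for no effect and DMSO wells lacking enzyme for full effect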
# ATG4B inhibitor: ATG4B (human) cysteine protease inhibition | actives 0.51% (n = 340,000) | Q9Y4P1 | ATG4B cleavage of LC3-PLA2, NBD-HPC fluorescence, 1 h | inhibition, % at 8.33 µM; in the data active = inhibition above about 40%
# Target sequence (Q9Y4P1 whole entry, looked up): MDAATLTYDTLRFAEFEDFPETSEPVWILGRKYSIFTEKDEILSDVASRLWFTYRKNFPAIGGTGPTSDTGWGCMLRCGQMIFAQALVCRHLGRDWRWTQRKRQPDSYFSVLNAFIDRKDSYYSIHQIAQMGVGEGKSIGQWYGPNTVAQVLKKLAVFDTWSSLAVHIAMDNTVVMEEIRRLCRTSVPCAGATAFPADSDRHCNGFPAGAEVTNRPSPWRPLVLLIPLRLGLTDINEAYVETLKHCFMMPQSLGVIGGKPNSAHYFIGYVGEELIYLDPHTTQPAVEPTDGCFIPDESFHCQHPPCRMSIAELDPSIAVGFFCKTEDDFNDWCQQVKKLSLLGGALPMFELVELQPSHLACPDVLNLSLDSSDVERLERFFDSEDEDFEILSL
# SENP7 block: SENP7 protease inhibition; inhibition, % at 5 µM; actives 1.5% (n = 330,000); Q9BQF6; recombinant SENP7, Z-RLRGG-aminoluciferin luminescence, 40 min;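 active = inhibition above about 50% at the single test dose, limit read from the data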;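 note: plate controls were DMSO with enzyme for no effect and no enzyme buffer wells for full effect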
# Target sequence (Q9BQF6 706-1050 limits assumed): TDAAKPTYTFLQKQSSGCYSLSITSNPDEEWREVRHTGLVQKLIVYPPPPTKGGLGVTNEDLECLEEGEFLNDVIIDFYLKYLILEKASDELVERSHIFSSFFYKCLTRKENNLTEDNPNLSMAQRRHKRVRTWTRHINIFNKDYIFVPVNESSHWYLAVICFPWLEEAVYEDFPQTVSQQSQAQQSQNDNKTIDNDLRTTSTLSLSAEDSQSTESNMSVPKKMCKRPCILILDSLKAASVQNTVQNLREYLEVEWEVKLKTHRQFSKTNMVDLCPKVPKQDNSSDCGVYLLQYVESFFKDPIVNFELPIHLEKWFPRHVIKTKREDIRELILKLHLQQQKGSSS
# MPTP block: inhibitors of mitochondrial permeability transition pore. actives 1.4% (n = 360,000). isolated mouse mitochondria, Ca2+ swelling absorbance, 30 min. inhibition, % at 10 µM. AID 602449;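 active = inhibition of 50% or more, scaled per plate between neutral and stimulator controls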;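 note: 0% = DMSO wells given calcium and 100% = 1 mM EGTA wells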
# SENP8 block: inhibitors of human SENP8 protease; recombinant SENP8, Nedd8 substrate fluorescence; inhibition, % at 20 µM; actives 0.64% (n = 360,000); AID 602440; in the data active = inhibition mostly above about 40%, no sharp cut-off; inactive = mostly below about 27%
# Target sequence (Q96LD8 whole entry, looked up): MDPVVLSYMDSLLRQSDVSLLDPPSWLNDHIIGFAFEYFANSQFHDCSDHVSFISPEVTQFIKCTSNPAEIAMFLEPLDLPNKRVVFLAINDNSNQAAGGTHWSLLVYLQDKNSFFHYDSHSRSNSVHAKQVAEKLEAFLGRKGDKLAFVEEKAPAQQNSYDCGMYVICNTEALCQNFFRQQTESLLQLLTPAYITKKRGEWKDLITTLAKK
# Starred values were filed as active, the others as inactive; . = not tested or not shown.
# Order of results – PfG6PD inh	GRIN3A LBD mod	HKDC1 inhibitor	SENP6 block	ATG4B inhibitor	SENP7 block	MPTP block	SENP8 block
(1) O=C(c1ccc2c(c1)C(=O)N(Cc1ccco1)C2=O)N1CCOCC1
→ -4	0	-7	-4	11	-7	-1.6	17
(2) Cc1cc(NC(=O)CCC(=O)N(c2ccccc2)C(C(=O)NC2CCCC2)c2ccccc2)no1 (stereo unspecified)
→ 28	-16	-3	-3	5	16	-1.9	17
(3) COc1cc(NC(=O)c2sc3ncn(CC(=O)N4CCC(C)CC4)c(=O)c3c2C)cc(OC)c1OC
→ 3	1	3	5	-6	-3	0.7	16
(4) COc1ccc(C(=O)Nc2cnc3ccccn3c2=O)cc1
→ 3	-1	-2	0	-4	-12	1.1	-257
(5) O=C1Nc2ccc(S(=O)(=O)N3CCCC3)c3ccc(S(=O)(=O)N4CCCC4)c1c23
→ -8	-3	5	-9	-6	-4	-0.4	-58
(6) COc1ccc(N2CC(O)=C(c3nc(C)cs3)C2=N)cc1
→ 3	-2	-11	-29	-11	6	1.3	-13
(7) CC1(C)CC(=O)C2=C(C1)OC(=O)C2(NC(=O)c1cccs1)C(F)(F)F (stereo unspecified)
→ -5	2	4	6	-8	7	-1.0	23
(8) CCC(Sc1nc(C)cc(=O)[nH]1)C(=O)Nc1nc2c(s1)CCCC2 (stereo unspecified)
→ -7	-1	12	-13	2	0	4.6	10
(9) O=C(N/N=C/c1cc(Cl)cc([N+](=O)[O-])c1O)C(O)(c1ccccc1)c1ccccc1
→ -32	-1	3	8	21	11	6.5	29
(10) CCOC(=O)C1CCN(S(=O)(=O)c2ccc(C)c(C)c2)CC1
→ 3	-2	-2	7	6	6	-1.3	12
(11) CCc1ccc(NC(=O)NC(C)c2ccc3c(c2)OCO3)cc1 (stereo unspecified)
→ 0	-5	0	-10	-3	-5	1.2	0
(12) OC(Cn1ccnc1)c1ccc(Cl)cc1Cl (stereo unspecified)
→ -13	-1	-7	4	-6	-1	0.4	32
(13) CCNC(=O)CSc1nc2ccccc2c(=O)n1-c1cc(OC)ccc1OC
→ -2	-1	1	-19	13	2	-0.5	15
(14) O=C1CC(N2CCN(c3cccc(C(F)(F)F)c3)CC2)C(=O)N1c1ccc(F)cc1 (stereo unspecified)
→ 12	0	8	-14	0	7	-0.2	11
(15) Cn1nccc1NC(=O)CSCC(=O)O
→ 10	1	-5	0	-10	4	2.8	11
(16) CCOC(=O)c1c(NC(=O)CN2C(=O)C(=O)N(C(C)C)C2=O)sc(C)c1CC
→ 2	-2	7	-6	6	-4	-0.8	-10
(17) Cc1cccc(C(=O)c2ccccc2C(=O)O)c1
→ -6	-3	-2	3	1	-3	-0.2	10
(18) Cc1ccc(/C=C/C(=O)c2ccccc(=O)c2O)cc1C
→ -5	-1	3	.	15	.	3.3	15
(19) O=C(N[C@@H](Cc1ccccc1)C(=O)O)c1ccncc1
→ 3	-3	-8	0	-4	1	-2.6	8
(20) O=C(N/N=C/c1ccsc1)c1cc(O)cc(O)c1
→ 3	-12	-3	4	0	-6	-0.6	9

# Brought forward from above: five compounds, then new ones.
# Order of results – PfG6PD inh	GRIN3A LBD mod	HKDC1 inhibitor	SENP6 block	ATG4B inhibitor	SENP7 block	MPTP block	SENP8 block
(16) CCOC(=O)c1c(NC(=O)CN2C(=O)C(=O)N(C(C)C)C2=O)sc(C)c1CC
→ 2	-2	7	-6	6	-4	-0.8	-10
(17) Cc1cccc(C(=O)c2ccccc2C(=O)O)c1
→ -6	-3	-2	3	1	-3	-0.2	10
(18) Cc1ccc(/C=C/C(=O)c2ccccc(=O)c2O)cc1C
→ -5	-1	3	.	15	.	3.3	15
(19) O=C(N[C@@H](Cc1ccccc1)C(=O)O)c1ccncc1
→ 3	-3	-8	0	-4	1	-2.6	8
(20) O=C(N/N=C/c1ccsc1)c1cc(O)cc(O)c1
→ 3	-12	-3	4	0	-6	-0.6	9
(21) Cc1ccc2c([N+](=O)[O-])cccc2n1
→ -10	-2	-8	0	7	4	-0.9	21
(22) COc1ccccc1CCNC(=O)c1cnn2c(C(F)F)cc(C)nc12
→ 18	-1	21	-3	-15	-8	-0.7	-38
(23) O=C(OCC(=O)N1CCN(c2ccccc2)CC1)c1ccc2ccccc2n1
→ -3	14*	12	1	-7	10	-1.8	6
(24) O=C(CN(C(=O)C1CSC(=O)C1)c1ccc(F)cc1)NCc1ccc2c(c1)OCO2 (stereo unspecified)
→ 2	-1	-5	21	-5	-1	-0.4	10
(25) [N-]=[N+]=CC(=O)c1ccnc(C(=O)C=[N+]=[N-])c1
→ 8	-1	-5	1	-6	-11	-1.5	20
(26) COc1cc(/C=N/NC2=NC(C)(C)Cc3ccccc32)cc(OC)c1OC
→ 1	-3	-6	16	8	9	0.4	33
(27) CN(c1ccc(OCC(=O)Nc2ccccc2C(=O)O)cc1)S(=O)(=O)c1ccc(Cl)cc1
→ -10	-13	4	11	-9	0	-0.4	-1
(28) COc1cc(CN2CCN(C(O)(c3ccccc3)c3ccccc3)CC2)cc(OC)c1OC
→ -4	-1	6	-3	-4	10	0.1	5
(29) Cc1ccc2oc(C(=O)Nc3nnc(C)s3)c(C)c2c1
→ -1	1	-8	37	0	59*	-4.2	-45
(30) COc1ccc(Cc2noc(CN3CCNC(=O)CC3)n2)cc1OC
→ -1	0	8	-7	-5	2	0.3	15
(31) O=C1Nc2cc(C(=O)N3CCOCC3)ccc2SC1N1CCOCC1 (stereo unspecified)
→ -6	0	-2	-15	1	-2	-0.3	12
(32) O=C(Cn1c(=O)n(CCc2c[nH]c3ccccc23)c(=O)c2cccnc21)Nc1ccccc1F
→ 3	-5	3	-1	-6	-1	-0.1	-7
(33) O=C(c1ccc(CSc2ccccc2)cc1)N1CCCCCC1
→ 3	1	-8	81*	15	73*	1.5	16
(34) CCOc1cc(CNn2cnnc2)cc(Br)c1OCC(=O)NC(C)(C)C
→ -16	0	0	-11	5	5	0.1	17
(35) CC(=O)c1sc(NC(=O)CCN2C(=O)C3CC=CCC3C2=O)nc1-c1ccccc1 (stereo unspecified)
→ 10	0	-4	12	-43	1	-1.0	10
(36) COc1ccc(Cc2nnc(SCC(=O)NCC3CCCO3)o2)cc1 (stereo unspecified)
→ -11	-1	-7	-11	-5	7	-0.8	12
(37) Cc1cccc(NC(=O)Cn2c(O)c(N=NC(=O)c3ccncc3)c3ccccc32)c1
→ -3	-7	0	-2	-2	1	-0.6	32
(38) Cc1cccc(C)c1NC(=O)NNC(=O)c1cc(C(C)(C)C)nn1Cc1ccccc1
→ -17	0	0	-4	18	7	5.9	11
(39) O=Nc1c(-c2ccccc2)[nH]n(-c2ccccc2)c1=O
→ -24	-1	7	-19	10	12	0.9	47*
(40) CCOC(=O)c1c(C)n(C(=O)c2ccco2)c(=O)n1C(=O)c1ccco1
→ 21	-3	-3	-16	-7	-10	3.2	4
(41) Cc1ccc(C2Nc3ccccc3NC3=C2C(=O)CC(C)(C)C3)c(O)c1 (stereo unspecified)
→ -3	-1	-4	-9	6	-2	0.5	-43
(42) CCn1c(/C(C#N)=C(\O)CCc2ccccc2)nc2ccccc21
→ -5	2	2	0	-3	-1	-0.3	-55
(43) CC(OC(=O)C1CC1)C(=O)Nc1cccc(S(=O)(=O)N2CCOCC2)c1 (stereo unspecified)
→ 4	-2	-7	7	1	4	0.7	3
(44) COc1ccc2c3c([nH]c2c1)C(C)N(CCC(=O)NN)CC3 (stereo unspecified)
→ 0	-1	2	-10	-5	6	0.3	-154
(45) C=CCN1N=C(c2ccc(Cl)s2)CSC1=O
→ 0	0	3	-9	-4	-2	1.3	39
(46) O=C(Nc1cc(S(=O)(=O)N2CCCC2)ccc1OCC(F)(F)F)c1ccccc1F
→ 2	5	-3	-14	-7	-6	-0.3	10
(47) CCCCC(=O)Nc1cccc(NC(=O)c2ccc(Br)cc2)c1
→ -10	-1	-11	-14	4	-6	-1.8	11
(48) O=c1[nH]c(SCc2ccccc2Cl)nc2c1CCCC2
→ 18	-1	15	-19	18	2	0.7	21
(49) CC(=O)Nc1nc(-c2cccs2)cs1
→ 5	1	4	-5	-4	-9	1.2	-39
(50) CC(C)N1CCN(Cc2ccc(C#CC(C)(C)O)s2)CC1CCO (stereo unspecified)
→ -18	0	-3	6	2	-6	-1.1	-2
(51) CCN1CCN(CCNC(=O)c2ccc(/C=C3/Sc4ccccc4N(Cc4cccc(Cl)c4)C3=O)cc2)CC1
→ -23	-6	-2	-25	3	8	-5.8	-152
(52) O=C(CN1C(=O)COCC1=O)N1CCOCC1
→ 17	2	-8	-4	-5	4	1.3	10
(53) CC(C)(C)NC(=O)CN(Cc1cccnc1)C(=O)c1csnn1
→ 28	2	-5	-7	-12	1	0.9	11
(54) Cc1ccc(NS(=O)(=O)c2c(C(=O)N3CCCCCC3)c(C)n(C)c2C)cc1C
→ -7	-1	3	3	0	-1	-0.9	4
(55) C=CCOc1ccc(NC(=O)C2CC(=O)N(C(C)C)C2)cc1 (stereo unspecified)
→ 5	2	-4	-2	-13	-3	1.2	10
(56) CCCc1cc(=O)n(-c2nc3ccccc3s2)[nH]1
→ -5	-3	7	15	2	7	1.7	31
(57) Cn1c(CNC(=O)c2ccccc2F)nnc1SCc1ccc(Cl)cc1
→ 10	-2	2	-14	8	-11	-0.4	5
(58) Cc1cc(SCc2cc(=O)n3ccsc3n2)nc2ccccc12
→ 43	2	-6	-5	3	-2	-2.5	6
(59) O=C(c1ccccc1)N1CCC(c2nc3c(nnn3Cc3ccco3)c(=O)[nH]2)CC1
→ -8	-1	-2	0	-4	-5	-0.9	10
(60) O=c1[nH]c(CN2CCN(c3ccccc3)CC2)nc2scc(-c3ccccc3)c12
→ 3	-2	-4	15	-8	5	0.0	-50
(61) CC1Cc2cc(S(=O)(=O)NCc3ccccc3)ccc2N1C(=O)C1CC1 (stereo unspecified)
→ -8	-1	-7	-4	-8	8	12	18
(62) CCCc1n[nH]c(=O)c2c1nnn2Cc1ccccc1
→ -11	2	-1	-17	-8	-1	1.3	21
(63) CCOc1ccc(-c2nc(N)ncc2Oc2ccc(OC)cc2)c(O)c1
→ 15	-14	2	-1	-4	4	1.2	11
(64) CC(C)CCn1nnnc1C(c1ccccc1F)N1CCC(C(N)=O)CC1 (stereo unspecified)
→ 6	0	-3	-19	-9	-8	-0.1	21
(65) COc1ccc(CC(=O)Nc2ncc([N+](=O)[O-])s2)cc1OC
→ 38	-2	13	12	-2	2	-1.6	7
(66) O=S(=O)(N[C@H]1C[C@@H](NS(=O)(=O)OCC(Cl)(Cl)Cl)C2CCCCC21)OCC(Cl)(Cl)Cl (stereo partly specified)
→ 10	18*	3	.	-2	.	64*	3
(67) CCOC(=O)c1sc(Nc2nc(C)cc(C)n2)nc1C
→ -2	-1	-1	-17	-3	-8	2.0	-4
(68) O=C(COC(=O)c1ccccc1C(=O)c1ccccc1)Nc1ccc(SC(F)F)cc1
→ 5	5	2	5	5	-3	0.1	22
(69) COCCN(Cc1cc2cc(C)c(C)cc2nc1Cl)C(=O)N1CCOCC1
→ -6	1	-11	-3	-1	2	-1.9	0
(70) CCn1c(CNC(=O)c2ccco2)nnc1SCC(=O)Nc1cc(C(F)(F)F)ccc1Cl
→ -2	-2	11	24	-4	3	-0.9	12
(71) C/C(CCC1CC(C)OC1=O)=N\NC(N)=S (stereo unspecified)
→ 4	1	-8	9	0	-2	0.3	20
(72) CC(C)(C)c1ccc(-c2nc(C#N)c(NCc3ccncc3)o2)cc1
→ 10	-33	-7	3	-6	7	7.0	-179
(73) O=C(COC(=O)CCc1ccc(S(=O)(=O)N2CCOCC2)cc1)NCc1ccc(Cl)cc1
→ 14	1	-10	-9	-15	5	0.3	23
(74) CCc1ccc(NC(=O)CSc2nc(NS(=O)(=O)c3ccccc3)cc(=O)[nH]2)cc1
→ 5	0	-4	-5	-2	4	1.8	8
(75) Cc1cc(C)c(S(=O)(=O)N2CCOC2CNC(=O)C(=O)NCc2cccnc2)c(C)c1 (stereo unspecified)
→ 16	-1	-6	-2	-11	1	-1.9	6
(76) O=C(Nc1c(C(=O)Nc2cccc3ccccc23)cnn1-c1ccccc1)c1ccco1
→ -19	-11	-7	17	0	-5	0.1	29
(77) CCOc1ccc(Cc2nnc(SCC(=O)Nc3ccccc3)n(N)c2=O)cc1
→ -8	-2	-3	-4	2	-3	0.2	13
